OX1R antag-1 = blocks the human orexin 1 receptor; inhibition, % at 5 µM; CHO/OX1R cells, Fluo-8 calcium fluorescence, orexin A; AID 434989; 330,000 tested, 0.43% active;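 active = inhibition above its plate's threshold, mean inhibition of all tested compounds on the plate plus 3 SD, cut at about 37% in these data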;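 also: 0% = orexin A challenge wells and 100% = SB-334867-A antagonist wells; not every result past the cut was called active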
Target sequence (O43613 whole entry, looked up): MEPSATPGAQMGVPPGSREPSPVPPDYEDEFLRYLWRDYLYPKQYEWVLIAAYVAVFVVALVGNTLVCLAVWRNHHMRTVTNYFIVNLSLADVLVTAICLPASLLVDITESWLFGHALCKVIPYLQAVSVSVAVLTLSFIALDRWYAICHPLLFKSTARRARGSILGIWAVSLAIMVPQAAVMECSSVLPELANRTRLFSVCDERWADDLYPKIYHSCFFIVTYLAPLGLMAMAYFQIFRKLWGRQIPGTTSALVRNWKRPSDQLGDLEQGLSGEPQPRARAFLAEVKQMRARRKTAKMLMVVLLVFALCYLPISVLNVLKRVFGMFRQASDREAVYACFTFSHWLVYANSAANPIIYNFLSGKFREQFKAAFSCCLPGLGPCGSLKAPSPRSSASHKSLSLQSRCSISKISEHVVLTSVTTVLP
OX1R antag-2 = antagonists of human orexin 1 receptor (OX1R) | inhibition, % at 6.6 µM | O43613 | 330,000 tested, 1.8% active | OX1R-expressing cells, FRET antagonist read-out | AID 485270; in the data active = inhibition mostly above about 38%, no sharp cut-off; inactive = mostly below about 40%;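 also: 0% = agonist challenge alone and 100% = reference antagonist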
* = called active by the depositor.

SMILES	OX1R antag-1	OX1R antag-2
CCN(C(=O)COC(=O)c1ccc(C)c(S(=O)(=O)N2CCOCC2)c1)C1CCS(=O)(=O)C1 (centres undefined)	-13	4
O=C(CCCn1cc([N+](=O)[O-])cn1)NC1CCCCCC1	-15	-1
Fc1ccccc1NC(=S)NCc1ccc2c(c1)OCO2	0	12
OC(CCN1CCCCC1)(c1ccccc1)c1ccccc1	-7	10
CCNC(=S)N(CCc1c(C)[nH]c2ccccc12)Cc1cccnc1	-12	-5
CN1C2CCC1CC(NC(=O)c1ccc([N+](=O)[O-])cc1)C2 (centres undefined)	-5	28
N#Cc1ccc(COC(=O)CSc2nnc(C3CCCCC3)n2N)cc1	-37	20
CCN1CCN(CCNC(=O)c2ccc3c(c2)N(Cc2ccc(F)cc2)C(=O)c2ccccc2S3=O)CC1 (centres undefined)	-21	8
NC(=O)CC(NC(=O)c1ccccc1)c1ccc(NCc2ccc(F)cc2)c([N+](=O)[O-])c1 (centres undefined)	-5	9
Cc1onc(C(=O)Nc2c(C)n(C)n(-c3ccccc3)c2=O)c1[N+](=O)[O-]	-6	26
Cc1ccc(O)c(C(=O)c2cnc3c(c2)c(C)nn3C)c1	-7	14
CCC(C)Sc1ccc(-c2nc3cnccn3c2NC2CCCCC2)cc1 (centres undefined)	-36	47
CC1(C)C(=O)NCCN1C(=O)CSc1nccc(-c2ccc(Br)cc2)n1	-14	10
Cc1cccc(OCCn2cc(/C=N/NC(=O)c3ccncc3)c3ccccc32)c1	-25	16
O=C1/C(=C/c2cccs2)SC(=S)N1N1CCOCC1	-12	0
COCCN(CCOC)C(=O)c1cc2sc3ccccc3c2s1	-10	21
COc1ccc(CCC(=O)Nc2cc3c4c(c2)CCC(=O)N4CCC3)cc1	-22	22
O=C(N/N=C/c1ccc(Cl)cc1Cl)c1ccc(-n2cnnn2)cc1	-2	0
O=C(c1ccc(COc2ccccc2[N+](=O)[O-])o1)N1CCCCCC1	-6	21
COCC(=O)N1CCC(Oc2ccc(C(=O)N(C)Cc3nccs3)cc2)CC1	-14	0
CCCc1nc2oc3c(Cl)ncnc3c2c2c1CCCC2	-19	9
Cc1ccnc(NC(=O)CNC(=O)c2ccccc2)c1	-3	5
OC[C@@H](O)C1OC2NC(=S)OC2C1O (some centres undefined)	-13	21
O=C1CSC(c2cccnc2)N1c1ccc(F)cc1 (centres undefined)	1	8
O=C(c1cc(-c2ccco2)on1)N1CCOCC1	-7	9

Part of the list above, as labelled records.
> CCNC(=S)N(CCc1c(C)[nH]c2ccccc12)Cc1cccnc1
  OX1R antag-1: -12; OX1R antag-2: -5
> CN1C2CCC1CC(NC(=O)c1ccc([N+](=O)[O-])cc1)C2 (centres undefined)
  OX1R antag-1: -5; OX1R antag-2: 28

More structures.
SMILES	OX1R antag-1	OX1R antag-2
COc1ccc(C2C(CC(=O)O)=C(O)C(=O)N2c2ccccc2)cc1 (centres undefined)	-10	23
CN(C)CCCNc1ccc(-c2nn(C)c(=O)c3ccccc23)cc1[N+](=O)[O-]	-12	118*
COc1ccc(NC(=O)c2onc(C)c2Cl)cc1OC	4	13
CCOP(=O)(OCC)C(C#N)=C1SCN(c2ccccc2)CS1	-10	-6
CC(C)Oc1ccc(/C=N/NC(=O)c2nnn(-c3nonc3N)c2CN(C)c2ccccc2)cc1	22	56*
O=C(NCCC1=CCCCC1)C1CCCN(S(=O)(=O)c2ccccc2)C1 (centres undefined)	-20	10
COc1ccc(OC)c(-c2csc(N(CC3CCCO3)C(=O)C3CCCCC3)n2)c1 (centres undefined)	-8	16
Cc1ccc(NC(=O)c2ccccc2F)nc1	-4	3
CC1CCC/C(=N\NC(=S)Nc2ccccc2)C1 (centres undefined)	33	10
COc1ccc(OC2C(=O)N(Cc3ccc4c(c3)OCO4)C2c2sccc2C)cc1 (centres undefined)	28	16
CC(=O)N1CCc2cc(C(=O)CN3CCC(C)CC3)ccc21	-32	3
COc1cc(NC(=O)c2ccccc2-c2ccccc2)cc(OC)c1OC	2	20
O=C(CCN1CCN(Cc2ccccc2)CC1)NNC(=O)c1cc2ccccc2o1	-23	13
O=C(O)Cc1nc2nc3c(c(=O)n2[nH]1)CCCC3	0	-1
O=C(CCCN1C(=O)/C(=C\c2cccc(Br)c2)SC1=S)Nc1cccnc1	-15	24
CN(C)C(=O)C1C2NC(=S)N(c3ccc(Cl)cc3)C1(C)Oc1ccc(Cl)cc12 (centres undefined)	-5	5
Cc1cccc(NC(=O)c2cc(=O)c3ccccc3o2)n1	2	25
COc1ccccc1CCNC(=O)c1ccc(NC(=O)CC2SC(N3CCCC3)=NC2=O)cc1 (centres undefined)	-12	17
CC(=O)[C@@]1(O)[C@H](C)CC2C3CC=C4CC(OP(=O)(O)O)CC[C@]4(C)C3CC[C@@]21C (some centres undefined)	-9	0
CCCCCCc1ccc(N2C[C@H](Cc3ccccc3)[C@@H](CC(=O)NCc3ccc(OC)cc3)C2=O)cc1	-38	29
O=C(NCc1ccc(Cl)cc1)c1ccc(Cl)cc1[N+](=O)[O-]	-13	8
CCCCN(CC)CCCNC(=O)C1CCN(c2ncnc3c2sc2cccc(F)c23)CC1	-11	62*
CN1CCN(c2ccc(NC(=S)NC(=O)c3cccc4c(Br)cccc34)cc2)CC1	-20	4
C[C@@]12C(=O)N(c3ccccc3)C(=O)N1[C@@H]1c3ccccc3OC[C@@H]1[C@H]2c1ccccc1	-10	8
CCOC(=O)c1cccc(NC(=O)/C=C/c2ccc([N+](=O)[O-])cc2)c1	-12	14
Further records follow:
SMILES	OX1R antag-1	OX1R antag-2
COc1ccc(NS(=O)(=O)c2ccc3c(c2)Cc2ccccc2-3)cn1	0	7
CCCC(=O)Nc1ccc2c(c1)nc(CCNC(=O)c1ccco1)n2C	1	8
O=C(COC(=O)Cc1ccc(S(=O)(=O)N2CCOCC2)s1)Nc1ccc(F)cc1F	-8	-3
Cc1ccccc1C1=N/C(=C/c2cccs2)C(=O)O1	4	24
Cc1ccc(-c2cc(C(=O)N3CC4(C)CC3CC(C)(C)C4)no2)cc1 (centres undefined)	-7	19
CC1CCN(S(=O)(=O)c2cccc(C(=O)Nc3ccccc3)c2)CC1	-8	13
CCOC(=O)CSc1cc(C)c(C#N)c2nc3ccccc3n12	-18	5
CCOC(=O)c1nc(-c2ccccc2)oc1N1CCOCC1	-6	20
COc1cc(/C=C2\SC(=Nc3ccccc3OC)NC2=O)ccc1O	-11	3
COCCCNC(=S)N(Cc1ccccc1)Cc1ccccc1	-18	17
CCC(C)N1C(=S)SC(C)(C)C1N(O)C(=O)NC1CCCCC1 (centres undefined)	-42	6
COC(=O)c1ccc(COc2cccc3c2CCN(Cc2cccc(C)c2)C3=O)o1	-24	29
Cc1ccc(S(=O)(=O)CC(=O)Nc2cc(C)on2)cc1	-9	16
CN(Cc1ccccc1)S(=O)(=O)c1ccc(Cl)c(C(=O)NCc2ccncc2)c1	-18	8
COc1cc(C(=O)Oc2cc(N)n(S(=O)(=O)c3ccccc3)n2)cc(OC)c1OC	0	40
CCOCCc1nn2c(=O)cc(CSCC(=O)Nc3ccccc3)nc2s1	-9	13
N/C(COc1ccccc1)=N\NC(=O)c1cccnc1Oc1ccccc1	-21	-2
Cc1nn(-c2ccccc2)c2nc(-c3ccco3)cc(C(=O)O)c12	3	22
Cc1ccc(C)c(NS(=O)(=O)c2ccc(NC(=O)c3ccco3)cc2)c1	13	23
COc1ccc(OC)c2sc(N(CCN(C)C)C(=O)c3ccc4ccccc4c3)nc12	-11	4
CCc1ccccc1OCC(=O)NNCC(=O)Nc1cccc(C#N)c1	-13	7
CSc1ccccc1NC(=O)c1c(C)noc1C	-4	7
CC(C)CNC(=O)CSc1ccc(S(=O)(=O)N2CCN(C)CC2)cn1	-7	-1
Cc1nc(-c2ccc(Cl)cc2)sc1C1(C)CC(c2c(Cl)cccc2Cl)=NO1 (centres undefined)	-22	31
CC(C)OC(=O)C[N+](C)(C)CCN1C(=O)C2C(c3ccccc3)C=CC(c3ccccc3)C2C1=O (centres undefined)	-22	8
More compounds
SMILES	OX1R antag-1	OX1R antag-2
COc1ccc(OCCCC(=O)NCC(C)C)cc1	-9	18
O=C(CCn1c(=S)[nH]c2ccccc2c1=O)NCC1CCCO1 (centres undefined)	-15	22
COc1ccc(-c2noc(CNS(=O)(=O)c3ccc(NC(C)=O)cc3)n2)cc1	-7	14
COc1ccc2[nH]c3c(c2c1)[C@@H]1CCN2C(=O)CCC[C@H](C3)[C@H]12	-17	4
CC(C)OP(=O)(OC(C)C)C(Nc1ccccc1)c1cccnc1 (centres undefined)	-15	13
CCCCOc1ccc(-c2cc(C(F)(F)F)c(C#N)c(SCC(=O)O)n2)cc1	-11	20
O=C1NN(c2cccc(Br)c2)C(=O)/C1=C\c1ccccc1	-7	11
O=C(NC(C(=O)O)c1ccccc1)c1ccccc1 (centres undefined)	-21	29
Cc1ccc(S(=O)(=O)NC(=O)c2cc(C)n(CCCN3CCOCC3)c2C)cc1	-11	21
COc1ccc(CSc2ncn[nH]2)cc1[N+](=O)[O-]	-9	22
COc1ccc(-c2csc(Nc3ccc(O)cc3)n2)cc1	-11	30
Nc1ncnc2nc(SCCC(=O)O)[nH]c12	-5	1
O=C(Cn1c(C(=O)NCc2ccco2)cc2sccc21)c1ccccc1	-11	15
COc1ccc(NC(=O)CN(C)C(=O)CCNC(=O)c2ccccc2OC)cc1	-21	20
Cn1cc(-c2nnnn2-c2cccc(C(F)(F)F)c2)c(C(F)(F)F)n1	4	3
CNc1ccc(C(=O)N2CCN(S(=O)(=O)c3ccc4c(c3)OCCCO4)CC2)cc1[N+](=O)[O-]	-16	21
Cc1cccc(C)c1NC(=O)C1c2cccc[n+]2CC(=O)N1Cc1ccc2c(c1)OCO2 (centres undefined)	-27	8
COc1cc(/C=N/n2nnnc2N)ccc1O	18	14
O=C(O)CCC(=O)Nc1ccc(S(=O)(=O)c2ccc(NC(=O)CCC(=O)O)cc2)cc1	-4	15

Exported with values ahead of the structure: part of the list above
OX1R antag-1 | OX1R antag-2 | canonical_smiles
13 | 23 | Cc1ccc(C)c(NS(=O)(=O)c2ccc(NC(=O)c3ccco3)cc2)c1
-11 | 4 | COc1ccc(OC)c2sc(N(CCN(C)C)C(=O)c3ccc4ccccc4c3)nc12
-13 | 7 | CCc1ccccc1OCC(=O)NNCC(=O)Nc1cccc(C#N)c1
-4 | 7 | CSc1ccccc1NC(=O)c1c(C)noc1C
-7 | -1 | CC(C)CNC(=O)CSc1ccc(S(=O)(=O)N2CCN(C)CC2)cn1
-22 | 31 | Cc1nc(-c2ccc(Cl)cc2)sc1C1(C)CC(c2c(Cl)cccc2Cl)=NO1 (centres undefined)
-22 | 8 | CC(C)OC(=O)C[N+](C)(C)CCN1C(=O)C2C(c3ccccc3)C=CC(c3ccccc3)C2C1=O (centres undefined)
-9 | 18 | COc1ccc(OCCCC(=O)NCC(C)C)cc1
-15 | 22 | O=C(CCn1c(=S)[nH]c2ccccc2c1=O)NCC1CCCO1 (centres undefined)
-7 | 14 | COc1ccc(-c2noc(CNS(=O)(=O)c3ccc(NC(C)=O)cc3)n2)cc1
-17 | 4 | COc1ccc2[nH]c3c(c2c1)[C@@H]1CCN2C(=O)CCC[C@H](C3)[C@H]12
-15 | 13 | CC(C)OP(=O)(OC(C)C)C(Nc1ccccc1)c1cccnc1 (centres undefined)
-11 | 20 | CCCCOc1ccc(-c2cc(C(F)(F)F)c(C#N)c(SCC(=O)O)n2)cc1
-7 | 11 | O=C1NN(c2cccc(Br)c2)C(=O)/C1=C\c1ccccc1
-21 | 29 | O=C(NC(C(=O)O)c1ccccc1)c1ccccc1 (centres undefined)
-11 | 21 | Cc1ccc(S(=O)(=O)NC(=O)c2cc(C)n(CCCN3CCOCC3)c2C)cc1
-9 | 22 | COc1ccc(CSc2ncn[nH]2)cc1[N+](=O)[O-]
-11 | 30 | COc1ccc(-c2csc(Nc3ccc(O)cc3)n2)cc1
-5 | 1 | Nc1ncnc2nc(SCCC(=O)O)[nH]c12
-11 | 15 | O=C(Cn1c(C(=O)NCc2ccco2)cc2sccc21)c1ccccc1
-21 | 20 | COc1ccc(NC(=O)CN(C)C(=O)CCNC(=O)c2ccccc2OC)cc1
4 | 3 | Cn1cc(-c2nnnn2-c2cccc(C(F)(F)F)c2)c(C(F)(F)F)n1
-16 | 21 | CNc1ccc(C(=O)N2CCN(S(=O)(=O)c3ccc4c(c3)OCCCO4)CC2)cc1[N+](=O)[O-]
-27 | 8 | Cc1cccc(C)c1NC(=O)C1c2cccc[n+]2CC(=O)N1Cc1ccc2c(c1)OCO2 (centres undefined)
18 | 14 | COc1cc(/C=N/n2nnnc2N)ccc1O
